Screens as filed in PubChem.
PREPL inhibitor: inhibits the human prolyl oligopeptidase-like enzyme | 320,000 compounds, 0.68% hits | Q4J6C6 | inhibition, % at 5.96 µM | recombinant PREPL, fluorescence polarization activity-based probe; in the data active means inhibition above about 43%;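 further: 0% = enzyme with DMSO and 100% = wells lacking enzyme; many of its hits are not listed in these tables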
PP1 counter: PP1-alpha (human) inhibition in PP5 counter-screen. purified PP1alpha, OMFP fluorescence. P62136. AID 2235. inhibition, % at 6.7 µM. 320,000 compounds, 0.9% hits;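 active means inhibition above the mean inhibition of all tested compounds plus 3 SD, computed separately for each screening campaign, cut at about 15% in these data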
Target sequence (P62136 whole entry, looked up): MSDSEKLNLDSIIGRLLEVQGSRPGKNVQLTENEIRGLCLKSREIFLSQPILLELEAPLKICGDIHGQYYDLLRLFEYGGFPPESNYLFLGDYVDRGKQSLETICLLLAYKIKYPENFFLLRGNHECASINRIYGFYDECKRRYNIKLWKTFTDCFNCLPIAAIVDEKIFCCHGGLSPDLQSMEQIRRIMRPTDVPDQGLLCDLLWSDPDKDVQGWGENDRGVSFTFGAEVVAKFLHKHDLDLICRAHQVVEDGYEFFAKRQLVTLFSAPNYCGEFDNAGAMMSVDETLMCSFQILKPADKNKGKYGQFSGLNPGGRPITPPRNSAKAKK
HCV core dimer: blocks dimerization of HCV core protein | TR-FRET GST/Flag-core106 dimerization, 1536-well | 300,000 compounds, 0.33% hits | inhibition, % at 5 µM;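 active means inhibition above the mean of all tested compounds plus 3 SD, set per screening campaign, cut at about 45% in these data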
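Assay system: tagged HCV core106 pair (GST and Flag); medium: KF-containing HEPES buffer, pH 7.45, DTT, CHAPS, BSA; also added: Eu donor and XL665 acceptor anti-tag antibodies; dosing: 5 µM single dose; timing: compound-protein-antibody incubation 4 h at 22.5 °C; signal: TR-FRET 671 and 617 nm emission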
PP5 primary: PP5 (human) phosphatase inhibition. inhibition, % at 6.7 µM. P53041. purified PP5c, OMFP substrate fluorescence. 320,000 compounds, 0.18% hits. AID 1987;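 active means inhibition above the campaign's mean inhibition across all tested compounds plus 3 SD, cut at about 9.5% in these data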;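 further: 0% = DMSO only and 100% = 100 µM cantharidin control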
Target sequence (P53041 whole entry, looked up): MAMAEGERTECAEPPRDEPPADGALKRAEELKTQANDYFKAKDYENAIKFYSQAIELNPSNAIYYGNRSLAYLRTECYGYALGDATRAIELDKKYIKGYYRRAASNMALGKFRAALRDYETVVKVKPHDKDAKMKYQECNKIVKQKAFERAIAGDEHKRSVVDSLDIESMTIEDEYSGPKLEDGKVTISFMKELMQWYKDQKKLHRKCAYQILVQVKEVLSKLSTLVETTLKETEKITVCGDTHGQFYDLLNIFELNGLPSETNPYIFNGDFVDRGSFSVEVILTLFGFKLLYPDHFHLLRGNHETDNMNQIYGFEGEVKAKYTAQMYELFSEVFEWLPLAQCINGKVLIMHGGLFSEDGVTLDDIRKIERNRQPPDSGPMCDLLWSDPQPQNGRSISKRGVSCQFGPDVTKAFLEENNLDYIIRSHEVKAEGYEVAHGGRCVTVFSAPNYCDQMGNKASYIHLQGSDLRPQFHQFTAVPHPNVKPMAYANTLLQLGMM
GASC-1 inh: inhibitors of human GASC-1 (JMJD2C) demethylase; 330,000 compounds, 0.069% hits; inhibition, % at 2.35 µM; GST-JMJD2C(1-420) H3K9me3 demethylation, DELFIA europium; Q9H3R0;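 active means more than half of a compound's replicate wells show inhibition beyond 50%, single wells judged on their own value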;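 further: signal counts dimethyl H3K9 product captured on neutravidin plate; 0% = median of DMSO wells and 100% = 0.3 times that DMSO median; strong numbers were not always called active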
Efflux pump mplx: antifungal efflux pump inhibition, Nile Red retention | S. cerevisiae Candida pump triplex | inhibition, % at 10 µM | 330,000 compounds, 0.44% hits;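 active means plate passing quality check with inhibition over a set limit, or well fluorescence over plate mean plus 4 SD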;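 further: Nile Red retained in pooled yeast measured as flow cytometry median fluorescence; 0% = buffer negative control and 100% = Enniatin B positive control; higher means more Nile Red kept so more efflux inhibition; some compounds called inactive have numbers as strong as hits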
LYPLA2 counter: counter-screen for PME1 inhibitors: inhibitors of human LYPLA2; recombinant LYPLA2, FP-Rh probe fluorescence polarization; inhibition, % at 5.9 µM; 320,000 compounds, 0.38% hits; O95372;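 active means inhibition above the screen-wide mean plus 3 SD, limit set per campaign, cut at about 26% in these data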;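 further: 0% = LYPLA2 with DMSO and 100% = wells lacking LYPLA2 enzyme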
Target sequence (O95372 whole entry, looked up): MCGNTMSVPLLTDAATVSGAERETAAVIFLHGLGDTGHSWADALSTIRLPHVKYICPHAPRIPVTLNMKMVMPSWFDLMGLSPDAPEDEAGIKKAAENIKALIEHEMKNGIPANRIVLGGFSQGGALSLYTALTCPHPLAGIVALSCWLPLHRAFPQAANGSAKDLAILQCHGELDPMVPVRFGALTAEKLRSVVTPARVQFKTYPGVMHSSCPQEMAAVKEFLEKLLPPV
TPT1 inhibitor: blocks Candida albicans tRNA 2'-phosphotransferase; recombinant caTPT1, FP RNA substrate dephosphorylation; inhibition, % at 5 µM; 300,000 compounds, 0.81% hits;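 active means inhibition above the mean of all tested compounds plus 3 SD, set per screening campaign, cut at about 24% in these data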;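 further: plate controls were DMSO alone for no effect and ferristatin control at 100 nM for full effect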
Fh CTSL1 inh: blocks F. hepatica cathepsin L1 in PFM18AAP counter-screen; inhibition, % at 5.96 µM; 300,000 compounds, 0.49% hits; recombinant F. hepatica cathepsin L1, Z-Leu-Arg-MCA fluorescence;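 active means inhibition above the mean of all tested compounds plus 3 SD, set per screening campaign, cut at about 17% in these data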;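 further: 0% = plate median of test compound wells and 100% = 1 µM Z-Phe-Ala-diazomethylketone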
Starred values were filed as active, the others as inactive; · = not tested or not shown.

SMILES	PREPL inhibitor	PP1 counter	HCV core dimer	PP5 primary	GASC-1 inh	Efflux pump mplx	LYPLA2 counter	TPT1 inhibitor	Fh CTSL1 inh
Cc1ccc(NS(=O)(=O)c2ccc(Cl)s2)nc1	1	-7	1	-0.4	-20	0.2	-11	0	2
Cc1ccc(N=C2NC(=O)/C(=C/c3cccnc3)S2)cc1C	6	-3	1	0.5	-22	0.0	8	-6	7
Cc1cccc(C)c1NC(=O)Cn1c(=O)n(CCCC(=O)NC2CCN(Cc3ccccc3)CC2)c(=O)c2ccccc21	18	-3	-6	0.0	3	-0.1	-8	-2	1
O=C(NNC(=O)c1sccc1-n1cccc1)c1cccc(Cl)c1	3	1	-5	-6.5	·	0.1	2	-3	4
O=C(c1cccs1)N1CCC(N2CCN(c3ccccc3)CC2)CC1	12	0	-1	0.6	·	0.0	-4	-1	1
COc1cc([N+](=O)[O-])cc(/C=N/NC(=O)C(C)Nc2cccc(C)c2)c1O (stereo not given)	19	22*	-2	6.3	-3	-0.1	0	-1	4
CCCc1nnc(SCC(=O)Nc2ccc(OC)cc2)n1N	9	-3	-4	0.1	-7	0.3	5	-1	-3
Cc1nc(SCC(N)=O)c(C#N)c(C)c1C	17	-4	-2	-0.7	-11	0.1	6	-3	0
O=C(CSc1nnnn1-c1cccc(F)c1)NC1CCCCC1	4	-2	·	0.2	9	0.2	2	·	·
CCCCC(=O)Nc1ccc(C(=O)OC2CCCCC2)cc1	3	2	1	4.2	-3	0.1	9	-5	-1
CCOC(=O)C1CCN(c2c(NCc3ccc(C(=O)NC(C)CC)cc3)c(=O)c2=O)CC1 (stereo not given)	-1	0	-8	-1.4	5	0.0	4	-6	-1
CCOC(=O)c1c(C)[nH]c(C(=O)OCC(=O)Nc2cc(C)c(Cl)cc2OC)c1C	-1	4	13	0.2	49	0.1	6	-6	-3
CC(/C=N/NC(=O)c1cc(-c2cccnc2)nc2c1c(C)nn2-c1ccccc1)=C\c1ccccc1	-13	-2	23	0.9	32	-12	-12	0	2
COc1cc(C(=O)NCCSc2ccc(F)cc2)cc(OC)c1OC	1	-3	0	0.3	2	-0.1	2	-2	-4
Cc1ccc(NN=Nc2nc3c([nH]2)c(=O)n(C)c(=O)n3C)cc1	8	2	-10	2.6	34	-0.1	8	4	-2

Three entries from above, sorted by their value in PREPL inhibitor, smallest number first:
Compound | PREPL inhibitor | HCV core dimer | PP5 primary | GASC-1 inh | Efflux pump mplx | TPT1 inhibitor
CCOC(=O)c1c(C)[nH]c(C(=O)OCC(=O)Nc2cc(C)c(Cl)cc2OC)c1C | -1 | 13 | 0.2 | 49 | 0.1 | -6
O=C(NNC(=O)c1sccc1-n1cccc1)c1cccc(Cl)c1 | 3 | -5 | -6.5 | · | 0.1 | -3
COc1cc([N+](=O)[O-])cc(/C=N/NC(=O)C(C)Nc2cccc(C)c2)c1O (stereo not given) | 19 | -2 | 6.3 | -3 | -0.1 | -1

Molecules from the list above with a Cl atom:
SMILES	PREPL inhibitor	PP1 counter	HCV core dimer	PP5 primary	GASC-1 inh	Efflux pump mplx	LYPLA2 counter	TPT1 inhibitor	Fh CTSL1 inh
Cc1ccc(NS(=O)(=O)c2ccc(Cl)s2)nc1	1	-7	1	-0.4	-20	0.2	-11	0	2
O=C(NNC(=O)c1sccc1-n1cccc1)c1cccc(Cl)c1	3	1	-5	-6.5	·	0.1	2	-3	4
CCOC(=O)c1c(C)[nH]c(C(=O)OCC(=O)Nc2cc(C)c(Cl)cc2OC)c1C	-1	4	13	0.2	49	0.1	6	-6	-3

Other entries follow.
SMILES	PREPL inhibitor	PP1 counter	HCV core dimer	PP5 primary	GASC-1 inh	Efflux pump mplx	LYPLA2 counter	TPT1 inhibitor	Fh CTSL1 inh
CCN(CC)S(=O)(=O)c1ccc(Cl)c(C(=O)NC)c1	-2	-3	-5	-0.2	2	0.3	0	1	0
COc1ccc(C(=O)NCc2ccccn2)cc1	8	1	0	3.2	-1	0.3	-8	3	-2
COc1ccc(CN2CCN(CCCc3ccccc3)C(CCO)C2)cc1OC (stereo not given)	-8	3	2	1.4	2	0.3	0	-3	0
Nn1cnnc1N/N=C/c1cc([N+](=O)[O-])c(Cl)cc1Cl	8	1	-4	1.9	16	-0.1	1	1	3
CCC(C)Nc1nc(Cl)nc(NCCOc2ccccc2)n1 (stereo not given)	20	2	6	1.6	4	0.2	10	-4	1
NC(=O)NC(=O)C(Nc1ccc2c(c1)CCC2)c1ccccc1 (stereo not given)	-3	3	2	1.3	5	0.0	5	-5	-2
Nc1nccnc1C(=O)OCC(=O)NNC(=O)c1ccccc1	8	-3	-6	1.8	1	0.0	7	-3	-7
Cc1cc(C)c(NC(=O)CN)c(C)c1	11	-3	-6	1.3	-9	-0.2	7	3	1
CCN(CC)CCSc1nnc(Nc2ccccc2)n1-c1ccccc1	-12	-1	-5	2.9	42	0.4	0	-2	0
CCCCCNC(=O)c1ccc(NS(=O)(=O)c2ccc3[nH]c(=O)[nH]c3c2)cc1	-4	-3	13	1.0	-3	0.1	-5	3	1
CCOC(=O)Cn1nc(C)c(NC(=O)COc2ccc([N+](=O)[O-])c(C)c2)c1C	7	-3	-5	1.2	-2	-0.1	8	-1	2
CCN(CC)CCN(C(=O)/C=C/c1cccs1)c1nc2ccc(F)cc2s1	6	0	-3	3.4	3	-0.2	-5	-1	4
Cc1cccc(OCc2nnc(N)s2)c1C	-9	-1	2	0.0	-4	0.0	1	0	-2
Cc1sc2ncnc(N3CCC(C(=O)Nc4nc(-c5ccc(F)cc5)cs4)CC3)c2c1C	14	7	12	-0.2	0	0.0	-18	-4	0
Cc1cc(N2CCN(c3ccccc3)CC2)nc(N)n1	11	-3	6	1.2	-7	0.0	-1	0	2
CCCn1cc(CN2CCC(Oc3ccc(C(=O)N4CCCC4)cc3)CC2)c(C)n1	-2	-2	3	-1.8	-15	-0.6	-11	1	1
COc1ccccc1C(=O)NNC(=O)C(=O)NC(C)C	20	-2	-6	1.7	2	0.0	-5	-3	6
COc1cccc(/C=C/C(=O)Nc2cccc(C(C)=O)c2)c1OC	3	-3	-5	-1.2	-5	0.1	-5	-1	0
CCOC(=O)c1c(O)c2ccccc2n(CC)c1=O	13	-2	1	-1.6	0	0.0	6	-2	9
COc1cc(/C=C/C(=O)O)cc(S(=O)(=O)Nc2ccc3[nH]c(=O)[nH]c3c2)c1OC	5	-1	3	3.9	0	-0.1	-1	-1	-1
CCCCCCC(=O)NNC(=O)c1c(O)c2ccccc2n(CCC)c1=O	-2	4	-2	1.6	4	0.0	-2	0	-3
CC(=O)Oc1ccccc1C1=NN(C(C)=O)C(c2ccccc2)C1 (stereo not given)	0	-2	1	0.9	2	0.1	1	0	-1
Fc1ccc(COc2cccc(CNCc3ccncc3)c2)cc1	0	-6	-4	2.5	-16	-0.1	-2	-2	1
Cc1cc2c(c(=O)n1Cc1cccnc1)C(c1ccc(F)cc1)C(C#N)=C(N)O2 (stereo not given)	-7	-2	-5	0.8	4	0.1	-1	-4	0
O=C(CCn1c(=O)oc2ccccc21)N1CCOCC1	-1	-2	3	0.9	2	0.2	-3	5	0
CC1CCCN(S(=O)(=O)c2ccc(C(=O)Nc3nnc(-c4ccncc4)o3)cc2)C1 (stereo not given)	10	8	-5	7.0	-2	0.6	-11	1	4
CC1(C)CC(NC(=O)C2CCCCC2C(=O)O)CC(C)(C)N1 (stereo not given)	18	-5	2	2.6	-19	0.6	-7	3	-1
Cc1ccc(C(=O)N/C(=C/c2cccs2)C(=O)N2CCCCC2)cc1	-7	1	3	1.2	1	-0.1	-1	-6	-2
O=C(c1cccc(N2C(=O)C3CC=CCC3C2=O)c1)N1CCN(c2ccccc2)CC1 (stereo not given)	25	-3	1	-0.5	·	0.1	2	-1	-3
CCOc1ccc(OCC)c(NC(=O)C2CCN(S(=O)(=O)c3cccc4nonc34)CC2)c1	-4	-4	3	-0.9	3	0.0	3	-2	-1

Ordered by length of the SMILES (ascending): some entries from above
SMILES	PREPL inhibitor	PP1 counter	HCV core dimer	PP5 primary	GASC-1 inh	Efflux pump mplx	LYPLA2 counter	TPT1 inhibitor	Fh CTSL1 inh
Nc1nccnc1C(=O)OCC(=O)NNC(=O)c1ccccc1	8	-3	-6	1.8	1	0.0	7	-3	-7
CCN(CC)CCSc1nnc(Nc2ccccc2)n1-c1ccccc1	-12	-1	-5	2.9	42	0.4	0	-2	0
Nn1cnnc1N/N=C/c1cc([N+](=O)[O-])c(Cl)cc1Cl	8	1	-4	1.9	16	-0.1	1	1	3
Cc1ccc(C(=O)N/C(=C/c2cccs2)C(=O)N2CCCCC2)cc1	-7	1	3	1.2	1	-0.1	-1	-6	-2
Cc1cc2c(c(=O)n1Cc1cccnc1)C(c1ccc(F)cc1)C(C#N)=C(N)O2 (stereo not given)	-7	-2	-5	0.8	4	0.1	-1	-4	0
CCCCCNC(=O)c1ccc(NS(=O)(=O)c2ccc3[nH]c(=O)[nH]c3c2)cc1	-4	-3	13	1.0	-3	0.1	-5	3	1

The results go on.
SMILES	PREPL inhibitor	PP1 counter	HCV core dimer	PP5 primary	GASC-1 inh	Efflux pump mplx	LYPLA2 counter	TPT1 inhibitor	Fh CTSL1 inh
Cc1ccc(S(=O)(=O)NNC(=O)c2cc(C)cs2)cc1	-2	-5	3	-0.6	4	-0.3	-2	0	1
Cn1c(CN2CCOCC2)nc2cc(NC(=O)c3ccc(Cl)cc3)ccc21	7	-4	1	3.8	-8	0.1	4	-8	-1
Cc1ccc(S(=O)(=O)N(C)C)cc1NC(=S)Nc1cccc2ccccc12	15	8	13	-4.0	-11	0.3	-3	-3	-8
CCN(CC)S(=O)(=O)c1ccc2oc(C(=O)NCc3ccc(F)cc3)c(C)c2c1	-3	9	7	6.5	-3	-0.3	-11	0	3
Cc1cc2c(cc(C(=O)NCc3cccnc3)n2Cc2ccc(Cl)cc2)o1	21	2	22	0.7	-23	-1.8	2	7	2
COc1ccc(CCNC(=O)CN2C(=O)C(=O)N(C3CCCC3)C2=O)cc1OC	-1	-6	·	1.5	3	0.2	2	·	·
CCOC(=O)N1CCC(=NNC(=O)c2ccc(O)cc2)CC1	8	0	-6	-0.9	-1	0.0	2	-1	-1
Cc1cc(=O)[nH]c(S/C=C/c2ccccc2)n1	7	-1	-9	-2.1	4	-0.1	3	-2	0
Cc1cc(C)cc(-c2nnc(SCC(=O)c3ccc4c(c3)OCCO4)o2)c1	-17	-4	-7	2.7	11	0.0	1	4	0
CCOC(=O)C1=NNC2C(=O)N(C3CCCCC3)C(=O)C12 (stereo not given)	4	-6	-1	-2.7	-2	0.0	-10	-1	3
O=C1CC2(CCN(C(=O)C(=O)c3c[nH]c4ccccc34)CC2)Oc2ccccc21	-5	-3	1	1.8	-7	0.0	0	-3	-4
O=C(COc1ccc(S(=O)(=O)N2CCOCC2)cc1Cl)N1CCOCC1	-2	0	8	1.4	-8	-0.1	-3	0	-1
O=C(O)c1nc(-c2ccccc2)n(-c2ccccc2)n1	4	7	1	-1.0	-20	-0.1	9	-3	-4
CCS(=O)(=O)N1CCN(c2ccc(C(=O)NC34CC5CC(CC(C5)C3)C4)cc2[N+](=O)[O-])CC1	-2	0	12	-1.4	1	1.0	3	1	1

Only part of the results is shown; count on the stated rates, not on these rows.
